Arrestin-AP2 inh: blocks beta-arrestin peptide binding to AP2 adaptin | FITC-arrestin peptide / GST-AP2 beads, flow cytometry; AP2 beta2 appendage carries R879A mutation | inhibition, % at 10 µM | 0.31% of 340,000 active;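 active = inhibition above a set limit, near 3 SD of compounds lacking own fluorescence, cut at about 54% in these data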;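 also: plate controls were DMSO wells for no effect and 5 µM unlabelled arrestin peptide for full effect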
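System: GST-tagged AP2 beta2-adaptin appendage (R879A) on 4 µm glutathione beads / Reagent: FITC-arrestin peptide, 50 nM / Detection: HyperCyt-sampled flow cytometry, FL1 channel, ex 488/em 535 nm / Timing: 12 min plus 1 h, RT / Buffer or medium: PBS plus Tween 20 (0.05%) and BSA (0.1%)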
PKA-R1A activ: activators of PKA-R1A complex; AID 504707; activation, % at 11.4 µM; PKA-R1A dissociation, Cy5-IP20 fluorescence polarization; scaled: DMSO 0%, 113 µM cGMP 100%; 0.083% of 340,000 active;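 active = percent activation above the mean of all tested compounds plus 3 SD, cut at about 19% in these data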;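 also: higher means more PKAc released from R1A so a rise in polarization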
Mot1-301 SUMO: inhibitors of SUMOylation pathway: yeast Mot1-301 growth rescue. S. cerevisiae Mot1-301 growth rescue, ATP luminescence, 38.5C; percent above DMSO median, 100 means doubled. growth rescue, % at 18.8 µM. 1% of 320,000 active. AID 2716;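 active = every valid replicate shows activation above 250% relative to neutral control wells; inactive = the rest, any valid replicate at or below 250%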;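 also: OY570 slx delta 5 strain wells were the positive control but not used for scaling; some compounds called inactive have numbers as strong as hits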
dFosB act: activators of mouse delta FosB homodimer. P13346. purified delta FosB, TAMRA-CDK5 oligo fluorescence polarization; percent of positive-control signal above neutral wells. activation, % at 25 µM. 0.99% of 340,000 active. AID 493131;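 active = mean activation above about 17%, with every replicate also reaching it, limit read from the data, passing the limit was not always enough; inconclusive = only one of the two conditions met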;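 also: fluorescence polarization rise as delta FosB binds a TAMRA Cdk5 AP-1 oligo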
SR-BI DiI-HDL act: enhances SR-BI lipid uptake from DiI-HDL | CHO ldlA[mSR-BI] cells, DiI-HDL uptake fluorescence, 3 h; 100 = double the neutral-control signal | 0.096% of 320,000 active | AID 504775 | activation, % at 12.5 µM;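 active = mean replicate activation of at least 60% and every replicate at or above 60%; inconclusive = mean or all-replicate condition met, but not both; inactive = mean below 60% and not all replicates reaching 60%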;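 also: 0% = median plate neutral-control signal and 100% = twice that signal; values of inactives mirror those of a sister screen read the other way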
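Assay system: CHO ldlA[mSR-BI] cells, LDL receptor-null, SR-BI overexpressing; medium: Ham's F12 with 0.5% BSA, HEPES 25 mM, pH 7.4; also added: DiI-HDL 10 µg/mL; timing: 3 h uptake period with compound, 37 °C; signal: DiI fluorescence, bottom read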
SR-BI HDL uptake: mouse SR-BI HDL lipid transfer inhibition; ldlA[mSR-BI] CHO cells, DiI-HDL uptake fluorescence, 3 h; inhibition, % at 12.5 µM; 0.96% of 320,000 active;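 active = mean replicate inhibition of at least 70% and a set share of replicates each scoring 70 or more; inconclusive = meets just one of the two criteria; inactive = fails both criteria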;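 also: 0% = median of neutral control wells and 100% = median of positive control wells; values of inactives mirror those of a sister screen read the other way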
MITF act: activators of MITF-driven TRPM1 promoter activity in SK-MEL-5 cells | SK-MEL-5 TRPM1-promoter luciferase, 24 h; % of positive control, neutral wells = 0 | activation, % at 12.5 µM | 0.75% of 300,000 active | AID 588334;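 active = mean activation of at least 80% with every replicate also reaching 80%; inconclusive = mean reaches 80% but some replicate falls short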;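 also: 0% = neutral control wells and 100% = parthenolide positive control wells; values of inactives mirror those of a sister screen read the other way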
CDK5 p35 inh: inhibitors of human CDK5/p35 kinase. Q00535+Q15078. Recombinant CDK5/p35, ADP-Glo luminescence, 60 min. inhibition, % at 10 µM. 0.01% of 330,000 active;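 active = highest replicate inhibition of at least 50% and at least 75% of replicates reaching 50%; inconclusive = only one of the two criteria met; inactive = both criteria failed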;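 also: plate controls were DMSO neutral control for no effect and GW8510 at 10 µM for full effect; many of its hits are not listed in these tables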
NSD2 inh: inhibitors of human histone methyltransferase NSD2. O96028. inhibition, % at 12.5 µM. NSD2 peptide methylation, AlphaScreen, 120 min. 0.54% of 310,000 active; in the data active = inhibition above about 50%
DSG3 Ab inh: blocks pemphigus antibody binding to human desmoglein-3; P32926; DSG3-coupled beads, scFv-anti-DSG3-GFP binding, flow cytometry; hits give low values; binding (percent of control), % at 10 µM; 0.48% of 310,000 active; AID 588358;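 active = binding more than 3 SD below its plate's average and above zero; inconclusive = below that plate limit but binding exactly zero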;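 also: hits lower antibody fragment binding to DSG3; some compounds called inactive have numbers as strong as hits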
PKA-R2B activ: activators of human PKA-R2B complex; P22694+P31323; PKA-R2B holoenzyme dissociation, Cy5-IP20 fluorescence polarization; R2B truncated from residue 108, S112A mutant; 0% DMSO only, 100% 113 µM cGMP; activation, % at 11.4 µM; 0.079% of 340,000 active; AID 504700;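 active = activation above a cutoff set at the mean over all compounds plus 3 SD, cut at about 18% in these data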;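 also: higher means more holoenzyme dissociation and a rise in polarization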
An asterisk follows results filed as active; ? = inconclusive; · = not tested or not shown.

SMILES	Arrestin-AP2 inh	PKA-R1A activ	Mot1-301 SUMO	dFosB act	SR-BI DiI-HDL act	SR-BI HDL uptake	MITF act	CDK5 p35 inh	NSD2 inh	DSG3 Ab inh	PKA-R2B activ
CCOc1ccc(S(=O)(=O)Nc2ccc(F)cc2)c(C)c1C	7	-10	-4	-8	4	-4	3	-2.1	0	93	-6
CC(C(=O)Nc1ccccc1-c1ccccc1)N1CCN(S(=O)(=O)c2ccccc2)CC1 (stereo not drawn)	18	6	-16	-8	10	-10	5	-0.6	1	96	-9
CCCC(=O)Nc1ccc(C(=O)COC(=O)C2CC2C)cc1 (stereo not drawn)	-6	-18	1	0	-11	11	79	0.9	0	83	-4
CCC(C)C(=O)Nc1cc(C(=O)OC)ccc1C(=O)OC (stereo not drawn)	4	-7	2	-1	-25	25	-7	1.1	-6	98	-1
Cc1ccc([N+](=O)[O-])cc1NC(=O)c1c(-c2ccccc2)noc1C	1	-6	-10	-2	-15	15	-2	0.8	-2	103	-7
Cc1ccc(N2C(=O)CC(NNc3nc4ccccc4s3)C2=O)cc1 (stereo not drawn)	-16	3	·	8	-1	1	-1	-0.4	-1	97	6
CCc1nc2ccc(F)cc2c(C(=O)NC2CCCCC2C)c1C (stereo not drawn)	33	-10	-12	-8	9	-9	·	-0.1	·	97	4
COc1ccc(CCNC(=O)Cc2ccc(Cl)cc2)cc1OC	2	-2	8	5	-6	6	·	-2.7	3	115	-5
CCC(C)NS(=O)(=O)c1ccc(NS(=O)(=O)c2ccccc2[N+](=O)[O-])cc1 (stereo not drawn)	-3	0	·	1	-15	15	-9	-1.4	0	98	7
CN(C)/C=C/C(=O)c1ccc(N2CCN(c3ncc(C(F)(F)F)cc3Cl)CC2)cc1	-7	-14	16	3	-19	19	-27	0.0	0	104	-3
COc1ccc(CNc2nccs2)cc1	21	-5	-10	7	31	-31	·	9.0	-1	102	-5
COC(=O)c1cccc(NS(=O)(=O)c2ccc(OC)c(C(=O)N3CCOCC3)c2)c1C	13	-2	7	-2	·	·	·	-0.8	-2	107	8
CCC(C)NC(=O)c1ccccc1C(=O)NC(C)CC (stereo not drawn)	0	8	145	-3	28	-28	12	0.1	-3	100	-7
COC(=O)c1sccc1NC(=O)/C=C/C(=O)O	-4	-7	-2	-1	19	-19	-8	2.6	-1	86	-9
CCCCN(C)C(=O)C1CCN(Cc2cccc(OCc3ccccc3)c2)CC1	-16	-1	-2	0	16	-16	·	0.2	73*	147	-12
COc1ccc(C(=O)N2CCC(=O)N(C(CO)Cc3ccccc3)CC2)cc1 (stereo not drawn)	-7	-6	64	0	23	-23	0	-1.7	·	100	-16
NNC(=O)c1cccc(COc2ccc(Br)cc2)c1	-9	11	-13	-12	-31	31	10	1.6	-2	111	-12
CCN(CC(=O)Nc1c(F)cccc1F)C(=O)CCNC(=O)c1ccco1	-5	-5	·	8	10	-10	4	1.1	0	102	-14
COC(=O)CNC(=O)CN1C(=O)N(c2ccccc2)C(N(O)C(=O)Nc2ccccc2)C1(C)C (stereo not drawn)	-3	10	103	-7	11	-11	-2	0.7	0	110	4
CCOC(=O)C1=C(c2ccccc2)N=c2s/c(=C\c3cc(OC)c(OC)c(OC)c3)c(=O)n2C1c1cccs1 (stereo not drawn)	8	-8	-2	-4	1	-1	2	0.6	·	94	8

2 compounds drawn at random from those above:
SMILES	Arrestin-AP2 inh	PKA-R1A activ	Mot1-301 SUMO	dFosB act	SR-BI DiI-HDL act	SR-BI HDL uptake	MITF act	CDK5 p35 inh	NSD2 inh	DSG3 Ab inh	PKA-R2B activ
CCN(CC(=O)Nc1c(F)cccc1F)C(=O)CCNC(=O)c1ccco1	-5	-5	·	8	10	-10	4	1.1	0	102	-14
Cc1ccc(N2C(=O)CC(NNc3nc4ccccc4s3)C2=O)cc1 (stereo not drawn)	-16	3	·	8	-1	1	-1	-0.4	-1	97	6

Next section
SMILES	Arrestin-AP2 inh	PKA-R1A activ	Mot1-301 SUMO	dFosB act	SR-BI DiI-HDL act	SR-BI HDL uptake	MITF act	CDK5 p35 inh	NSD2 inh	DSG3 Ab inh	PKA-R2B activ
COc1cc2c(cc1OC)CN(C(=O)/C=C/c1ccc(F)cc1)CC2	32	-6	-9	-6	5	-5	-1	0.7	1	106	-9
COc1ccccc1OCC(=O)O/N=C(\N)c1ccccn1	2	9	8	-4	·	·	?	-0.9	-2	110	-4
Cc1ccnc(NC(=O)CCC(=O)N(CC(=O)NC2CCCCC2)Cc2cccs2)c1	9	-5	538	4	11	-11	-6	2.3	-1	104	-3
CCOc1ccc(CCNC(=O)C(C)n2nc(C)n3c(cc4occc43)c2=O)cc1OCC (stereo not drawn)	5	-5	-32	-10	-16	16	-1	0.6	0	98	1
COC(=O)c1[nH]c2ccc(F)cc2c1NC(=O)CCN1CCN(Cc2ccc3c(c2)OCO3)CC1	10	-15	·	-6	-33	33	-1	-0.1	2	113	-6
CC(NC(=O)c1cc2ccccc2oc1=O)c1ccc(O)cc1 (stereo not drawn)	7	7	-1	-1	4	-4	-7	1.2	-1	96	-5
Cc1ccc2c(CN3CC(C)CC(C)C3)cc(=O)oc2c1C (stereo not drawn)	4	0	3	-2	-36	36	·	1.4	-1	105	-2
Cc1ccc(Nc2cccc(C(F)(F)F)c2)nn1	1	9	0	10	-4	4	9	0.4	-1	113	-7
Nc1nc(N)c(Cc2ccc(Cl)cc2Cl)c(N)n1	11	-4	-1	2	6	-6	-8	-0.6	-3	74	4
CC1(C)CCN(Cc2ccccc2)C1CC#N (stereo not drawn)	24	-4	36	-1	11	-11	·	-2.3	-3	107	-9
O=C(COc1ccc(Cl)cc1)NNC(=O)C(=O)N1CCCCC1	4	2	6	-2	0	0	0	0.1	-1	94	5
CC1CC(C)CN(C(=O)CSc2nc3ccsc3c(=O)n2Cc2ccccn2)C1 (stereo not drawn)	4	-15	-12	-10	35	-35	23	0.5	3	97	-10
CN(C)c1ccc(/C=N/Nc2cc(N3CCOCC3)nc(N3CCOCC3)n2)cc1	1	1	-7	-3	-79	79*	8	-0.2	5	94	-7
O=C(Cc1ccc(Br)cc1)N1CCOCC1	-3	-8	-6	2	-2	2	-13	-0.5	-1	96	-5
O=c1[nH]n(-c2ccc(Cl)cc2)c(=O)c(Cl)c1Cl	7	3	47	-2	1	-1	2	-1.0	0	99	3
CSc1ccc(S(=O)(=O)N2CCC(C(=O)Nc3ccccc3C(F)(F)F)CC2)cc1	-9	14	18	1	·	·	-7	-2.2	45	104	-11
CCOc1ccc(-n2c(SCC(=O)Nc3nccs3)nnc2-c2ccoc2C)cc1	11	-9	2	-15	·	·	-8	4.2	-2	107	-2
Cc1nnc(SC(C(=O)c2ccccc2)c2ccccc2)[nH]c1=O (stereo not drawn)	-11	1	1	-4	-6	6	-1	0.6	·	93	-4
CC(C)c1ccc(O)c(NC(=S)NC(=O)c2cccnc2)c1	10	15	·	-14	-6	6	-3	2.0	1	102	-9
CCCCNS(=O)(=O)c1ccc(NC(=O)Cc2ccc(OC)cc2)cc1	7	-6	535	12	-12	12	-10	-1.9	0	101	9
O=C1c2ccccc2C(=O)N1CCCCSc1nc2ccccc2o1	-10	-15	43	-4	18	-18	4	0.4	-3	100	-7
Cc1cccc(N=Nc2c(O)[nH]c3ccc(Br)cc23)c1	-5	-4	-10	-1	0	0	31	-0.3	2	128	-12
Nc1nc(N)c2c(ccc3nccc32)[nH]1	21	4	105	36*	7	-7	-27	3.5	·	112	-17
Cc1c(NC(=O)Nc2cccc(F)c2)c(=O)n(-c2ccccc2)n1C	-5	-8	-21	10	·	-23	-4	-0.8	-2	108	3
CCCNC(=O)NCCc1c(C)[nH]c2ccccc12	2	3	7	-2	·	·	-7	-0.2	·	105	2
CC(C)C(=O)N[C@@H]1c2ccccc2CC[C@@H]1O	42	-9	·	5	9	-9	8	2.9	·	98	-4
Cc1ccc(C)c(N2CCN(C(=O)CCc3nc(-c4cccc(F)c4)no3)CC2)c1	5	-5	·	-5	11	-11	0	-0.1	·	95	-4
COc1ccc(-c2nn(-c3ccccc3)cc2/C=N/NC(=O)c2ccc(Br)o2)cc1	1	-2	11	-1	-82	82*	-61	2.1	-2	102	3
Cc1cc(C)n(C2CCCCC2OC(=O)c2ccccc2)n1 (stereo not drawn)	-7	11	-2	2	7	-7	10	-1.1	12	100	2
O=C(c1cccc(S(=O)(=O)Nc2ccccc2Cl)c1)N1CCCCCC1	11	-7	-7	-2	0	0	-2	-2.5	-2	126	-5
Cc1cccc(NC(=O)NCc2ccc3[nH]c(C)cc3c2)c1	5	9	-13	-3	6	-6	20	-0.9	·	93	3
COc1ccc(-c2noc(N3CCC(C(=O)NCc4ccccc4Cl)CC3)n2)cc1	-8	-19	31	15	-42	42	·	1.6	·	100	-12
COC(=O)CC1=NN(c2ccc(OC)cc2)C(=O)C1	14	-9	-12	4	0	0	-6	-1.3	0	97	-2
Cn1cc(S(=O)(=O)CC(=O)N2CCCc3ccccc32)c2ccccc21	0	1	-7	-2	·	·	·	0.0	·	78	-1
C=CCN(c1ccccc1OC)S(=O)(=O)c1cccc(C(=O)OC2CCOC2=O)c1 (stereo not drawn)	3	-20	·	-6	23	-23	-6	0.3	-2	116	-7
O=C(Nc1ccc(F)cc1)C1CC(=O)n2ncnc2N1 (stereo not drawn)	-1	9	5	1	-12	12	7	1.5	-6	112	2
C=CCOc1ccc(C2NC(=O)NC(C)=C2C(=O)OC)cc1 (stereo not drawn)	1	-14	75	-11	-10	10	·	-0.2	·	·	-5
O=C1/C(=C/c2ccco2)Oc2c1ccc(O)c2CN1CCCCC1	15	0	4	-7	19	-19	17	-1.3	9	99	-9
Cc1cccc(C(=O)O)c1[N+](=O)[O-]	15	-2	-2	4	0	0	-3	1.3	·	100	3
NC(=S)NC(=O)/C=C/c1ccccc1	-5	3	-6	1	-38	38	10	0.0	1	86	2
Cc1cc(C)cc(-c2nnc(SCC(=O)N3CCN(C(=O)c4ccco4)CC3)o2)c1	4	2	-8	-16	-32	32	6	-0.2	2	97	-8
O=C(C(Cc1ccccc1)n1cccc1)N1CCN(Cc2ccccc2)CC1 (stereo not drawn)	-9	-4	-12	-1	-36	36	·	-2.1	·	108	0
